Source: PubChem BioAssay (several laboratories)
KOR beta-arrestin-1: KOR antagonists, beta-arrestin recruitment, cell-based, luminescence, uHTS (AID 1778). KOR beta-arrestin recruitment, luminescence, antagonist mode; higher % means a stronger effect. inhibition, % at 10 µM, or IC50 in µM where a hit was titrated. actives 0.091% (n = 290,000); further: strong numbers were not always called active
KOR beta-arrestin-2: KOR agonists, beta-arrestin recruitment, primary screen, cell-based, luminescence, uHTS (AID 1777). KOR beta-arrestin recruitment, luminescence; higher % means a stronger effect. activation, % at 10 µM; hits with a dose series show EC50 in µM. actives 0.02% (n = 280,000); in the data active means activation above about 50%, passing the limit was not always enough; further: a part of the inactive calls stands beside numbers as strong as those of hits
GPR55 antagonists: GPR55 antagonists blocking LPI-driven arrestin recruitment, primary screen, imaging, U2OS, beta-arrestin-GFP, LPI agonist (AID 2013) | actives 0.13% (n = 290,000) | U2OS GPR55 beta-arrestin-GFP translocation imaging, LPI antagonism; higher % means a stronger effect | inhibition, % at 10 µM; hits with a dose series show IC50 in µM;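 active means spots per cell inhibited over 60%, with over 100 cells counted and total cytoplasm intensity under 500,000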;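 further: U2OS cells stably carrying GPR55 and arrestin-GFP stimulated by 5 µM LPI near EC80; imaged beta-arrestin-GFP aggregate spots per cell after agonist stimulation; plate controls were LPI-stimulated DMSO wells for no effect and DMSO wells without LPI for full effect; some results filed as inactive read as strong as hits; confirmed hits need IC50 under 10 µM and bright autofluorescent wells are also inconclusive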
HIV fusion peptide: inhibitors of HIV fusion peptide binding, primary screen, biochemical, uHTS, fluorescence dequenching (AID 1986); inhibition, % at 20 µM, or IC50 in µM where a hit was titrated; actives 0.3% (n = 290,000); cell-free peptide binding, fluorescence dequenching, 30 min; higher % means a stronger effect; in the data active means inhibition mostly above about 52%, no sharp cut-off; inactive means mostly below about 76%; further: some results filed as inactive read as strong as hits
NOD2 inhibition: inhibition of NOD2-driven NF-kB reporter – cell-based, luminescence, uHTS, HEK293 (AID 1566); inhibition, % at 4 µM, or EC50 in µM where a hit was titrated; actives 0.63% (n = 290,000); HEK293 NOD2/NF-kB luciferase reporter, luminescence; higher % means a stronger effect; further: many of its hits are not listed in these tables
GPR55 activation: GPR55 agonists via beta-arrestin recruitment, primary screen, imaging, U2OS cells, beta-arrestin-GFP redistribution (AID 1961). U2OS GPR55 beta-arrestin-GFP redistribution imaging; higher % means a stronger effect. activation, % at 10 µM, or EC50 in µM where a hit was titrated. actives 0.048% (n = 290,000);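 active means activation above 40% with more than 50 cells counted in the well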;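 further: U2OS osteosarcoma cells stably expressing GPR55 and beta-arrestin-GFP; plate controls were DMSO negative control for no effect and LPI positive control for full effect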
NOD1 NF-kB reporter: inhibition of NOD1-driven NF-kB reporter – cell-based, luminescence, uHTS, primary screen (AID 1578). NOD1-driven NF-kB luciferase reporter cells, luminescence; higher % means a stronger effect. actives 1% (n = 290,000). one-dose inhibition, % at 4 µM; EC50 in µM for titrated hits; in the data active means inhibition mostly above about 36%, no sharp cut-off; inactive means mostly below about 34%;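 further: HEK-293T reporter cells stimulated with the NOD1 agonist gamma-tri-DAP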
Rac1 GTP hydrolysis: MgcRacGAP GTPase-activating activity inhibitors, confirmation, biochemical, ADP Hunter fluorescence; MgcRacGAP-stimulated Rac1 GTP hydrolysis, ADP Hunter fluorescence; higher % means a stronger effect; GST-tagged Rac1 F28L mutant substrate; inhibition, % at 30 µM, or IC50 in µM where a hit was titrated; actives 0.6% (n = 340,000); AID 624330;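 active means first-screen hits whose inhibition reached a set limit at any dose in the follow-up dose series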;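 further: fluorescence reports GDP produced by GAP-driven GTP hydrolysis; strong numbers were not always called active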
Large T inhibition: SV40 large T antigen inhibitors, biochemical (AID 1903). one-dose inhibition, % at 20 µM; IC50 in µM for titrated hits. SV40 large T antigen ATPase/helicase inhibition assay; higher % means a stronger effect. actives 0.39% (n = 310,000); in the data active means a potency from the dose series; further: strong numbers were not always called active
* = called active by the depositor; . = no result given; [ ] = remark or other dose. Unless noted, no stated cut-off is given here; in the data, active means inhibition above about 50%; inactive means the rest. A portion of the library. The share of hits here may be higher or lower than overall.

1: O=C(O)C1C2C=CC(C2)C1C(=O)NCCc1ccncc1 (configuration not stated)
2: CCNNC(=O)C(O)(c1cccc(C)c1)c1cccc(C)c1
3: CCN(C(=O)COc1nc(C)cc(C)c1C#N)c1ccccc1
4: COC(=O)c1ccc(Cl)c(NC(=O)NC23CC4CC(CC(C4)C2)C3)c1
5: COc1ccc(CC(=O)Nc2ccc(-c3nnc(-c4ccccc4)o3)cc2)cc1OC
6: CN1CCN(C(=O)Nc2ccc3c(c2)N(C)C(=O)c2ccccc2S3)CC1
7: CSCC[C@H](NC(=O)c1ccc2c(c1)OCO2)c1nnc2ccccn12
8: O=C1ON=C(c2ccccc2)/C1=C\c1ccco1

Screen / compound no.,1,2,3,4,5,6,7,8
KOR beta-arrestin-1,27%,30%,-14%[20 µM],-14%,-14%,3%,-26%,-64%
KOR beta-arrestin-2,-1.9%,-4.1%,1.1%,9.5%,5.3%,-1.4%,3.6%,4.9%
GPR55 antagonists,5%,13%,-6%,2%,-6%,8%,-7%,-4%
HIV fusion peptide,-0.3%,-2.2%,-0.8%,-2.1%,31%,0.0%,-0.1%,20%
NOD2 inhibition,-10%,4%,8%,-1%,8%,16%,12%,2%
GPR55 activation,-0.3%,-0.1%,-0.4%,-0.1%,0.2%,0.5%,-0.1%,13%
NOD1 NF-kB reporter,.,-31%,-23%,8%,-24%,-20%,-14%,-6%
Rac1 GTP hydrolysis,4%,7%,4%,8%,7%,-5%,0%,19%
Large T inhibition,12%,4%,7%,6%,12%,1%,-4%,28µM*

9: CCn1c(SCC(=O)Nc2ccc3c(c2)oc2ccccc23)nnc1-c1ccc(N)cc1
10: Cn1c(SCC(=O)Nc2nccs2)nnc1C1CC1
11: COc1cc(NC(=O)NCCN2CCN(c3ccc(Cl)cc3)CC2)ccc1C
12: O=C(NCc1cccs1)c1ccc(Cl)c(S(=O)(=O)N2CCCC2)c1
13: CC(C)(C)c1ccc(OCC(=O)Nc2ccc(-c3nc4cccnc4o3)cc2)cc1
14: CCN1CCN(c2ccc([N+](=O)[O-])cc2S(=O)(=O)N2CCOCC2)CC1
15: COc1cccc(OC)c1C(=O)OCC(=O)N(C)c1ccccc1
16: CCc1ccc(-n2c(C)nc3cc(C(=O)NCc4cccnc4)ccc32)cc1

Screen / compound no.,9,10,11,12,13,14,15,16
KOR beta-arrestin-1,-24%,-2%,6%,-16%,2%,8%,-16%,17%
KOR beta-arrestin-2,0.3%,-2.8%,-0.3%,0.8%,-0.1%,1.1%,1.4%,-12%
GPR55 antagonists,2%,0%,4%,4%,-5%,-3%,10%,-11%
HIV fusion peptide,1.1%,1.0%,-1.2%,-0.1%,-1.5%,0.3%,1.2%,-2.1%
NOD2 inhibition,-20%,-10%,5%,15%,13%,8%,6%,3%
GPR55 activation,-0.1%,0.5%,0.2%,0.6%,0.0%,-0.1%,-0.1%,1.1%
NOD1 NF-kB reporter,42%,-22%,-27%,-43%,-13%,-47%,8%,-31%
Rac1 GTP hydrolysis,7%,4%,10%,5%,-2%,4%,0%,6%
Large T inhibition,0%,-11%,10%,6%,22%,10%,9%,11%

Some of these compounds in order of the GPR55 antagonists value, smallest number first:
| cpd | mol | GPR55 antagonists |
| --- | --- | --- |
| 13 | CC(C)(C)c1ccc(OCC(=O)Nc2ccc(-c3nc4cccnc4o3)cc2)cc1 | -5% |
| 10 | Cn1c(SCC(=O)Nc2nccs2)nnc1C1CC1 | 0% |
| 9 | CCn1c(SCC(=O)Nc2ccc3c(c2)oc2ccccc23)nnc1-c1ccc(N)cc1 | 2% |

The list continues:
17: S=c1[nH]nc(CN2CCCCC2)n1-c1ccc(Cl)cc1
18: COc1ccc(OC)c(NC(=O)CSc2nc3ccccc3c3nc4ccccc4n23)c1
19: O=C(Nc1ccc(N2CCCC2)cc1)c1cccc(-c2cc3ccccc3oc2=O)c1
20: O=C(NCCC1=CCCCC1)C1CCN(C(=O)Cc2ccccc2)CC1
21: COCCN1C(=O)N[C@@H](c2ccco2)C(C(C)=O)=C1C
22: Cc1cccc(C)c1NC(=O)COC(=O)COc1ccc2c(C)cc(=O)oc2c1
23: Cc1cs/c(=N/C(=S)Nc2ccccc2)n1C
24: CN(C)S(=O)(=O)c1ccc(Cl)c(NC(=O)COC(=O)CCSc2ccccc2)c1

Screen / compound no.,17,18,19,20,21,22,23,24
KOR beta-arrestin-1,-10%,-47%,30%,12%,-40%,28%,-8%,19%
KOR beta-arrestin-2,-4.8%,51%,0.6%,-1.5%,1.2%,2.3%,-3.7%,-8.6%
GPR55 antagonists,-10%,3%,6%,-17%,-10%,-2%,0%,4%
HIV fusion peptide,-0.5%,-5.2%,-18%,-1.8%,8.8%,0.1%,-3.5%,2.2%
NOD2 inhibition,13%,5%,-10%,10%,4%,0%,-114%,11%
GPR55 activation,-0.4%,0.2%,-0.2%,-0.1%,-0.2%,-0.2%,-0.1%,-0.2%
NOD1 NF-kB reporter,6%,-43%,-37%,-33%,-27%,-20%,-38%,-18%
Rac1 GTP hydrolysis,2%,.,5%,3%,10%,5%,1%,0%
Large T inhibition,7%,1%,8%,26%,11%,6%,8%,19%

25: CCOC(=O)C1C(=O)CC(C)(O)C(C(=O)OCC)C1c1ccc(Br)o1 (configuration not stated)
26: COc1ccc(C2C(C(=O)Nc3ccccc3OC)=C(C)Nc3ncnn32)cc1 (configuration not stated)
27: CCOC(=O)c1cnn2c(C)cc(-c3ccccc3)nc12
28: CSc1cccc(N=C2C(=O)Nc3ccccc32)c1
29: CC(CNC(=O)c1ccc2c(c1)OCO2)c1ccc([N+](=O)[O-])cc1 (configuration not stated)
30: COc1ccc(C(=O)c2ccc(OC)cc2OC)cc1
31: Cc1ccnc(NC(=O)c2cccc(NC(=O)c3ccccc3C)c2)c1
32: Cc1ccccc1S(=O)(=O)Cc1ccc(C(=O)NCCN2CCCCC2C)o1 (configuration not stated)

Screen / compound no.,25,26,27,28,29,30,31,32
KOR beta-arrestin-1,1%,-4%,10%,-70%[20 µM],10%,11%,-10%,5%
KOR beta-arrestin-2,-5.3%,0.0%,1.3%,1.7%,-4.6%,3.8%,4.8%,-1.4%
GPR55 antagonists,-7%,0%,-13%,14%,-15%,3%,1%,12%
HIV fusion peptide,1.0%,0.5%,-1.2%,0.7%,-0.1%,1.4%,-1.4%,1.5%
NOD2 inhibition,-4%,-6%,-25%,-9%,3%,-4%,4%,5%
GPR55 activation,0.4%,-0.1%,0.0%,-0.1%,-0.1%,-0.1%,-0.1%,0.0%
NOD1 NF-kB reporter,3%,-16%,-46%,5%,-28%,-3%,-12%,-12%
Rac1 GTP hydrolysis,.,11%,7%,10%,9%,5%,11%,4%
Large T inhibition,0%,7%,10%,7%,5%,7%,7%,12%

33: CCCS(=O)(=O)c1nc(S(=O)(=O)c2ccc(C)cc2)c(NCc2ccc3c(c2)OCO3)s1
34: CC1=NN(c2nc(-c3ccc(C)cc3)cs2)C(=O)C1N=Nc1ccc(C(N)=O)cc1 (configuration not stated)
35: COc1ccc(Cl)cc1S(=O)(=O)N1CCC(C(=O)NC2CCCC2)CC1
36: CCOc1ccccc1OCC(=O)Oc1ccc(C)c(C)c1
37: Cc1oc2cc3oc(=O)c4c(c3cc2c1C)CCC4
38: O=C(CCC(=O)N1CCSc2ccccc21)NCc1ccccc1
39: O=C(NCCc1ccccc1)c1cccc([N+](=O)[O-])c1
40: COc1cc(NC(=O)Cn2c(=O)n(CC3CCCO3)c(=O)c3cc(OC)c(OC)cc32)cc(OC)c1 (configuration not stated)

Screen / compound no.,33,34,35,36,37,38,39,40
KOR beta-arrestin-1,-47%,-122%,-25%,-46%[20 µM],14%,18%[20 µM],-24%,-14%[20 µM]
KOR beta-arrestin-2,0.5%,0.8%,6.4%,0.6%,-0.5%,-5.1%,0.2%,.
GPR55 antagonists,-6%,-11%,-6%,-1%,-6%,-5%,23%,-7%
HIV fusion peptide,-1.4%,4.2%,1.1%,0.5%,1.9%,-0.8%,-0.8%,-0.3%
NOD2 inhibition,-19%,-24%,-3%,7%,-46%,14%,-18%,12%
GPR55 activation,-0.2%,-0.4%,-0.1%,-0.4%,-0.3%,0.3%,1.0%,0.3%
NOD1 NF-kB reporter,39%,-23%,24%,-48%,-17%,-22%,-11%,-6%
Rac1 GTP hydrolysis,5%,7%,9%,5%,5%,-1%,8%,-3%
Large T inhibition,2%,8%,1%,7%,8%,.,10%,.

41: c1cc(CNCC2CCCO2)ccn1 (configuration not stated)
42: CCN(CC)C(=O)c1ccc2c(c1)nnn2C
43: O=C(O)CC(NC(=O)c1sc2ccccc2c1Cl)c1ccc(OC2CCCC2)cc1 (configuration not stated)
44: COc1ccc(CCNC(=O)COc2ccc(S(=O)(=O)NC3CCCCC3)cc2Cl)cc1OC
45: CSc1nc2n(n1)C(C)C1=C(CCCC1=O)N2 (configuration not stated)
46: CCOc1ccc(-c2c(C(=O)N/N=C/c3ccncc3)nnn2-c2nonc2N)cc1
47: COc1cc(CC(=O)OCC(=O)N2C(C)CCCC2C)cc(OC)c1OC (configuration not stated)
48: Cc1ccc(NC(=O)C2CCCN(C(=O)Nc3ccc(F)cc3)C2)cc1 (configuration not stated)
49: COc1ccc(CCN=C(NS(=O)(=O)c2ccc(Cl)cc2)c2ccccc2)cc1
50: COc1cc(NC(=S)N(C)C)c(OC)cc1Cl
51: CCc1cc(=O)oc2c(C)c(O)c(CN(C)C)cc12

Screen / compound no.,41,42,43,44,45,46,47,48,49,50,51
KOR beta-arrestin-1,14%,5%,-33%,8%,-17%,-19%,-23%,-18%,-29%,-20%,-3%
KOR beta-arrestin-2,-5.0%,-3.4%,9.5%,7.7%,-2.5%,3.4%,10%,7.3%,3.4%,-0.7%,0.7%
GPR55 antagonists,4%,-2%,-29%,8%,-2%,-6%,-4%,-8%,-6%,5%,6%
HIV fusion peptide,-0.6%,0.3%,23%,-2.0%,-0.2%,-0.5%,-1.1%,-0.5%,2.9%,0.5%,0.9%
NOD2 inhibition,-17%,16%,-17%,5%,6%,-3%,-24%,5%,5%,4%,15%
GPR55 activation,-0.3%,1.4%,0.0%,0.0%,-0.9%,-0.1%,0.0%,-0.2%,-0.2%,-0.1%,-0.2%
NOD1 NF-kB reporter,-21%,21%,19%,-23%,-12%,-11%,13%,-11%,-17%,-10%,17%
Rac1 GTP hydrolysis,7%,-1%,5%,9%,12%,4%,1%,3%,.,.,-4%
Large T inhibition,21%,9%,12%,2%,3%,-2%,-30%,10%,7%,4%,7%
